Assay outcomes as filed in PubChem BioAssay.
ERG-DNA inh – ERG Ets/DNA interaction inhibition; fluorescence polarization, His-ERG Ets domain / labelled DNA; Potency, µM (highest dose often 76.9 µM), for inactives: at the highest dose FP activity, negative = inhibition, actives largely listed as inhibitors; 370,000 tested, 0.028% active; AID 624246; active = well fitted inhibition curve with a large enough effect in the polarisation, with a control signal flat; inconclusive = small, poorly fitted or top-dose-only effect, or effect the other way, or a change in a side signal; inactive = no such curve, though single readings can be large or run the other way; the % refers to the polarisation;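 also: polarization taken with two DNA probes labelled with fluorescein and Texas red; potency is read from the fitted curve at half-maximal effect; % of control where 0% means no effect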
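His-tagged ERG Ets domain (1 uM in the protein solution; 300mM KCl, 50mM Tris-HCl, 1mM EDTA, 1mM DTT, pH 7.5) received compound, then a probe mix of 5 nM fluorescein-DNA and 100nM Texas-615-DNA. Fluorescence polarization was read for both dyes.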
12-LOX inh – blocks human arachidonate 12S-lipoxygenase; Potency, µM (doses to about 108 µM), for inactives: top-dose activity change, negative = inhibition, most hits filed as inhibitors; 580,000 tested, 1.1% active; purified 12hLO, xylenol orange hydroperoxide absorbance; also: potency is read from the fitted curve at half-maximal effect; % is scaled to controls: 0 for no effect and ±100 for the full control effect
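Purified human 12hLO (150 nM final) in 25 mM Hepes, 0.01% Triton X-100, pH 7.0 was preincubated 15 min at room temperature with compound. Then 40 uM arachidonic acid was added, 30 min. Hydroperoxide was read by Fe-XO absorbance ratio 573/405 nm.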
G9a block – G9a (human) methyltransferase inhibition | 350,000 tested, 8.8% active | Q96KQ7 | Potency, µM (highest dose often 102 µM), inactives show at the top dose activity, negative = inhibition, actives largely listed as inhibitors | G9a H3K9 monomethylation, AlphaScreen, 2 h; also: potency is read from the fitted curve at half-maximal effect; % is scaled to controls: 0 for no effect and ±100 for the full control effect; nearly all actives have a fitted effect of over 75% in size
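Using a bead-based AlphaScreen, monomethylated H3K9 product from 2 h room-temperature reactions (G9a 20 nM, peptide 500 nM, SAM 20 uM) was detected with 0.5 ug/mL rabbit anti-H3K9me1 antibody.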
HP1b binding inh – HP1-beta chromodomain-methylated histone interaction inhibition | Potency, µM (series often up to 114 µM), without a hit: at the highest dose activity change, negative = inhibition, usual class: inhibitors | AlphaScreen HP1-beta / biotin-H3K9me3 peptide binding | P83916 | 390,000 tested, 0.56% active; also: potency is read from the fitted curve at half-maximal effect; nearly all actives have a fitted effect of over 70% in size; inactives centre near 23
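AlphaScreen: HP1-beta (50 nM) preformed 30 min with biotin-H3(1-18)K9me3 peptide (50 nM) in PBS pH 7.4, 0.01% Tween-20. Compound added for 30 min at RT, then streptavidin donor/nickel chelate acceptor beads (10 ug/mL) for 30 min.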
RGS4 inh – inhibitors of human regulator of G protein signaling 4 | P49798 | Transcreener GDP fluorescence polarization, RGS4-accelerated GTP hydrolysis | Potency, µM (titrated, usually from 114 µM), without a hit: top-dose activity change, negative = inhibition, hits mostly inhibitors | AID 504845 | 390,000 tested, 0.039% active; also: potency is read from the fitted curve at half-maximal effect; % is scaled to controls: 0 for no effect and ±100 for the full control effect; nearly all actives have a fitted effect of over 75% in size; some results filed as inactive show a strong effect at the top dose
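MLSMR compounds (23 nl, pin-transferred) preincubated 10 min at room temperature with a 500nM (2x) first reagent, then RGS4 at 900nM (2x) plus Transcreener GDP mix added; fluorescence polarization (620/688 nm) read before and after 90 min at 30 °C.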
BAZ2B block – BAZ2B (human) inhibition. AID 504333. 360,000 tested, 4.4% active. Q9UIF8. Potency, µM (series often up to 114 µM), without a hit: top-dose activity change, negative = inhibition, most hits filed as inhibitors. AlphaScreen BAZ2B-H3K14Ac peptide displacement; also: potency is read from the fitted curve at half-maximal effect; % is scaled to controls: 0 for no effect and ±100 for the full control effect; nearly all actives have a fitted effect of over 60% in size
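AlphaScreen luminescence quantifies BAZ2B engagement of H3K14Ac peptide; the protein and biotinylated peptide are both at 50 nM final, buffer PBS pH 7.4 with 0.01% Tween-20, all steps at room temperature.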
GLS inh – inhibitors of human glutaminase (GLS); 410,000 tested, 0.21% active; O94925; Potency, µM (doses to about 45.5 µM), without a hit: at the top dose activity change, negative = inhibition, usual class: inhibitors; GLS enzymatic activity, qHTS titration; also: potency is read from the fitted curve at half-maximal effect; % is scaled to controls: 0 for no effect and ±100 for the full control effect
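Two-point fluorescence kinetic (t0, 30 min RT) for hKGA; glutamate detected via glutamate oxidase–HRP–Amplex Red. Substrate: 1 mM L-glutamine solution; buffer 45 mM KH2PO4, pH 8.2.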
PI4K2A inh – inhibitors of human PI4K2A; 420,000 tested, 0.13% active; Q9BTU6; activity change, negative = inhibition, % at 76.9 µM; purified PI4K2A, ADP-Glo luminescence, 1 h; hits give low values; AID 1346378; in the data active = activity change below about -50%; inconclusive = mostly about -30% to -49%;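 also: -100% = wells without enzyme as full effect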
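ADP-Glo luminescence measured ADP generated by PI4K2A enzyme (4 ug/mL before mixing) with 1.2 mM PI substrate (pre-mix) and 300 microM ATP (pre-mix). Tris pH7.5 buffer with MgCl2, Triton X-100; 1 h reaction at ambient temperature.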
JMJD2A Tudor inh – inhibitors of human JMJD2A Tudor domain; 390,000 tested, 4.4% active; Potency, µM (series often up to 114 µM), for the others: at the highest dose activity change, negative = inhibition, usual class: inhibitors; AlphaScreen JMJD2A-Tudor / H3K4me3 peptide binding; also: potency is read from the fitted curve at half-maximal effect; % is scaled to controls: 0 for no effect and ±100 for the full control effect; nearly all actives have a fitted effect of over 50% in size
* = called active by the depositor; ? = inconclusive; nt = no result given; & = joins results of further samples; [ ] = remark or other dose. Unless noted, calls follow the shape of the dose curve; as a rule, active = well fitted curve in the direction sought with a large enough effect; inconclusive = small, poorly fitted or top-dose-only effect, or another doubt; inactive = no such curve, though single readings can be large; an effect the other way counts as inactive or inconclusive. Not all compounds are listed; count on the stated rates, not on these rows.

SMILES	ERG-DNA inh	12-LOX inh	G9a block	HP1b binding inh	RGS4 inh	BAZ2B block	GLS inh	PI4K2A inh	JMJD2A Tudor inh
CCOc1cc(C2C(C#N)=C(N)Oc3n[nH]c(-c4ccncc4)c32)cc([N+](=O)[O-])c1O (configuration not stated)	11%	2%	-23%	13%	4%	nt	8%	-5	-27%
Cc1ccc(C)c(OCC(O)CN2C(C)CCCC2C)c1 (configuration not stated)	-4%	0%	7%[59 µM]	-8%	-17%[11.4 µM]	-3%	-23%	-1	-17%[11.4 µM]
O=C(CP(=O)(CO)CO)c1ccc(Cl)cc1	nt	8%	11%[59 µM]	19%	0%	-4%	-3%	2	4%
Cc1ccc(-c2nc(-c3ccccc3)no2)c(Cl)c1	16%	-6%	288%[activator]	245%[activator]	9%	163%[activator]	4%	-29	140%[activator]
O=S(=O)(Nc1ccc(S(=O)(=O)N2CCCCC2)cc1)c1ccc(Br)s1	-1%	-8%	-3%[59 µM]	-7%	-15%[11.4 µM]	-4%	-24%	4	-14%[11.4 µM]
COc1cc2c(oc(=O)c3cc(C)cc(OC)c32)c2c(C3OC(C)C(O)C(C)(O)C3O)ccc(O)c12 (configuration not stated)	-21%	-8%	nt	28%	-3%	nt	3%	-9	-5%
CC(C)Oc1ccccc1/C=N/NC(=O)C1CC1	3%	124%[activator]	nt	24%	-14%	nt	0%	3	13%
CCOC(=O)CC1=C(C(=O)OCC)C(c2ccc(C)o2)C(C#N)=C(N)O1 (configuration not stated)	-6%	-6%	25µM*	32%	-14%[11.4 µM]	-31%	19%	-10	-32%[11.4 µM]
Cc1ccc(NC(=S)N(Cc2cccs2)Cc2cc3cccc(C)c3[nH]c2=O)cc1	11%	-27%	-8%[59 µM]	23%	-8%	-29%	11%	-5	-6%
Cc1nc2nc(-c3cccnc3)[nH]n2c(=O)c1C	-8%	-4%	25%	20%	13%	?	14%	-5	-10%
CCOc1cc(CNn2cnnc2)cc(Cl)c1OCC(=O)NC(C)(C)C	-8%	12%	17%	34%	-12%	-32%	-1%	-1	-4%
CSc1nnnn1CCn1nnnc1SC	2%	63%[activator]	4%[2.33 µM]	20%	-1%	8%	2%	-5	-19%
COc1ccc(-c2nnc(SCC#N)o2)cc1	-5%	0%	-43%	21%	-6%	-2%	-7%	4	-9%
COc1ccc(CCN2CC(C(=O)N(C)CCc3cn[nH]c3)CCC2=O)cc1 (configuration not stated)	3%	-3%	-11%[12.7 µM]	48%[activator]	-17%	6%	3%	-2	14%
COc1ccc(NS(=O)(=O)c2cn(C)cn2)cc1OC	0%	3%	17%	65%[activator]	14%	-4%[57.1 µM]	-14%	4	40%[activator]
COc1cccc(CNC(=O)c2cc(C)nc3c2c(C)nn3-c2cccc(F)c2)c1	3%	-7%	27%[59 µM]	116%[activator]	-10%	90%[activator][57.1 µM]	5%	0	69%[activator]
O=C(CCC(=O)Nc1ccc(Br)cc1)N/N=C/c1ccccc1O	3%	1%	20%	17%	6%	1%	8%	0	-18%
COc1ccccc1Nc1nc(N)nc(CSc2nnc(C)s2)n1	-6%	10%	11%[59 µM]	26%	42%	-5%	-2%	3	-13%
CC(=O)/C(C#N)=C1\NC(=O)C(Cc2ccccc2)S1 (configuration not stated)	2%	17%	8%[0.0925 µM]	33%	-23%	-3%	-19%	5	-8%
CCC1Oc2ccccc2N(CC(=O)NCCc2ccc(OC)c(OC)c2)C1=O (configuration not stated)	8%&-5%	-14%&-22%	3%&2%[59 µM]	20%&36%	2%&-21%	-4%&-5%	7%&1%	-2&-7	-16%&-15%
COc1ccccc1CNC(=O)Cn1cccc1	-2%	3%	1%[59 µM]	42%[activator]	-10%	-36%	-13%	2	-22%
Cc1nc(C)n(C(C)CC(=O)O)n1 (configuration not stated)	-1%	-21%	27%[59 µM]	22%	-11%	-4%	-2%	0	?
Cc1ccc(S(=O)(=O)NCCOc2nc(N3CCOCC3)nc(N3CCOCC3)n2)cc1	-2%	-2%	4%[2.33 µM]	24%	-5%	-3%	1%	6	-11%
O=C(CS(=O)(=O)c1ccccc1)Nc1nc(-c2ccccc2)cs1	13%	67%[activator]	-1%[59 µM]	9%	-40%	3%	-2%	-8	-19%
CCOC(=O)c1sc(NC(=O)Cc2c(F)cccc2Cl)nc1C	1%	-22%	-8%[59 µM]	14%	14%	-7%	0%	3	-14%

Four of the compounds above, field by field:
O=S(=O)(Nc1ccc(S(=O)(=O)N2CCCCC2)cc1)c1ccc(Br)s1
  ERG-DNA inh = -1% | 12-LOX inh = -8% | G9a block = -3%[59 µM] | HP1b binding inh = -7% | RGS4 inh = -15%[11.4 µM] | BAZ2B block = -4% | GLS inh = -24% | PI4K2A inh = 4 | JMJD2A Tudor inh = -14%[11.4 µM]

CC(=O)/C(C#N)=C1\NC(=O)C(Cc2ccccc2)S1 (configuration not stated)
  ERG-DNA inh = 2% | 12-LOX inh = 17% | G9a block = 8%[0.0925 µM] | HP1b binding inh = 33% | RGS4 inh = -23% | BAZ2B block = -3% | GLS inh = -19% | PI4K2A inh = 5 | JMJD2A Tudor inh = -8%

COc1ccccc1CNC(=O)Cn1cccc1
  ERG-DNA inh = -2% | 12-LOX inh = 3% | G9a block = 1%[59 µM] | HP1b binding inh = 42%[activator] | RGS4 inh = -10% | BAZ2B block = -36% | GLS inh = -13% | PI4K2A inh = 2 | JMJD2A Tudor inh = -22%

COc1ccccc1Nc1nc(N)nc(CSc2nnc(C)s2)n1
  ERG-DNA inh = -6% | 12-LOX inh = 10% | G9a block = 11%[59 µM] | HP1b binding inh = 26% | RGS4 inh = 42% | BAZ2B block = -5% | GLS inh = -2% | PI4K2A inh = 3 | JMJD2A Tudor inh = -13%

(listing goes on)
SMILES	ERG-DNA inh	12-LOX inh	G9a block	HP1b binding inh	RGS4 inh	BAZ2B block	GLS inh	PI4K2A inh	JMJD2A Tudor inh
CC(=O)Nc1ccc(C(=S)NCC2(N(C)C)CCCCC2)cc1	-1%	-9%	-30%	45%[activator]	-33%	nt	-5%	-4	-26%
N/C(=N\c1nc2ccccc2o1)NC(=O)C(Cc1ccccc1)N1C(=O)c2ccccc2C1=O (configuration not stated)	12%	89%[activator]	-2%[59 µM]	28%	11%	2%	-15%	-3	-19%
COc1ccc(/C=N/NC(=O)c2cccc(Br)c2)cc1Cn1cc(Cl)cn1	4%	?	108%[activator][59 µM]	63%[activator]	-50%	-37%[57.1 µM]	-1%	1	-15%
O=C1/C(=C\c2ccncc2)SC(=S)N1C1CCCCC1	1%	13%	?	-26%	-29%	-5%	16%	0	-22%
COC(=O)c1ccc(N2CCN(C)CC2)c(NC(=O)c2sc3ccccc3c2Cl)c1	4%	?	nt	-5%	23%	nt	10%	0	?
O=C(NC(=S)NCC1CCCO1)c1cccs1 (configuration not stated)	-10%	-29%	11%[59 µM]	16%	-17%	3%	8%	5	-6%
O=C(Nc1ccccc1F)c1cc(C(=O)Nc2ccccc2F)cc([N+](=O)[O-])c1	4%	5%	-5%	38%	30%	7%	-1%	1	-5%
CN(c1cccc(NS(=O)(=O)c2cccs2)c1)S(C)(=O)=O	0%	31%	-42%[12.7 µM]	23%	10%[11.4 µM]	26%	2%	3	9%[57.1 µM]
CCCN(CC(=O)Nc1ccc(F)c(F)c1F)Cc1cc(=O)n2ccsc2n1	-24%	2%	-22%	37%	-20%	10%	-7%	1	-2%
C=C(C)COc1ccc(-c2ncncc2-c2ccc(OC)cc2)c(O)c1	-3%	0%	-21%	31%	31%	-19%	9%	-2	-23%
CCOc1ccc(NC(=S)NNC(=S)Nc2cccc(C(F)(F)F)c2)cc1	14%	-16%	nt	-2%	?	?	7%	-1	-24%
CC(=O)Nc1ccccc1C(=O)N1CCN(Cc2ccc3c(c2)OCO3)CC1	13%	0%	nt	43%[activator]	3%	0%	0%	7	6%
CC1OC23CCCCC2C(C#N)(C(=N)O3)C1(C#N)C#N (configuration not stated)	-4%	-8%	12%[59 µM]	37%	-20%	-1%	-1%	-6	11%
CCOc1cc(C2NC(=O)NC(c3ccccc3)=C2C(C)=O)ccc1OCC(N)=O (configuration not stated)	-4%	-12%	45%[12.7 µM]	10%	12%	-7%	8%	-5	-6%
CCOC(=O)C1CCCN(c2c(Nc3cc(C)cc(C)c3)c(=O)c2=O)C1 (configuration not stated)	-4%	-6%	16%	55%[activator]	-5%	7%	12%	2	-8%
COCCNC(=O)CNC(=S)N(Cc1ccccc1)Cc1cccnc1	-9%	8%	19%[59 µM]	35%	-2%	-3%	-1%	3	6%
CC(OC(=O)CCCC(=O)Nc1ccccc1)C(=O)c1ccccc1 (configuration not stated)	9%	15%	25%	10%	28%	-11%	-10%	-5	-14%
Cc1ccc(C)c(N2CCN(C(=S)Nc3ccc4nc(N5CCOCC5)cc(C)c4c3)CC2)c1	5%	-9%	-35%	26%	?	nt	-10%	0	-7%
Cc1ccc(S(=O)(=O)N2CCN(c3ccc([N+](=O)[O-])c(Sc4nncn4C)c3)CC2)cc1	-8%	-15%	16%[59 µM]	?	-24%	-1%	6%	-3	-32%
